# Bioassay records (PubChem BioAssay)
# Scp-1 inhibitor: Scp-1 phosphatase inhibitors, primary screen, biochemical, colorimetric, uHTS; AID 493091, 2011; Carboxy-terminal domain RNA polymerase II polypeptide A small phosphatase 1 (Homo …; inhibition, % at 20 µM; 340,000 tested, 0.88% active; Recombinant Scp1, phosphopeptide, malachite green phosphate absorbance;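 active means inhibition above about 50% at 20 µM, limit read from the data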;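 further: plate controls were DMSO wells with enzyme for no effect and wells lacking enzyme for full effect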
# Target sequence (Q9GZU7 76-261 limits assumed): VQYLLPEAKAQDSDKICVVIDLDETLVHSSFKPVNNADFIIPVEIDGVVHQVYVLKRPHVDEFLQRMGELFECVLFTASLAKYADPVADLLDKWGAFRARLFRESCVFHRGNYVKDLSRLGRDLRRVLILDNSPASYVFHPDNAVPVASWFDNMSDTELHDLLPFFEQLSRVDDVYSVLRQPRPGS
#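 Material: truncated SCP-1 phosphatase (76-261aa) / Buffer or medium: 50 mM Tris acetate pH 5.5, 0.005% Tween-20, 10 mM MgCl2 / Compound dosing: one concentration, 20 µM, with 1.0% DMSO / Incubation: 45 min room-temperature reaction, 5 min colour, 30 min stabiliser / Detection: colorimetric free-phosphate detection, absorbance 630 nm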
# STEP inh: STEP phosphatase inhibitors, primary screen, biochemical, fluorescence intensity, uHTS. Tyrosine-protein phosphatase non-receptor type 5 (Homo sapiens), P54829. recombinant STEP, OMFP fluorogenic substrate. inhibition, % at 20 µM. 360,000 tested, 0.25% active;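 active means inhibition at 20 µM, scaled per plate between control wells, above about 37%, limit read from the data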;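 further: 0% = DMSO with enzyme and substrate and 100% = substrate only without enzyme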
# Target sequence (P54829 whole entry, looked up): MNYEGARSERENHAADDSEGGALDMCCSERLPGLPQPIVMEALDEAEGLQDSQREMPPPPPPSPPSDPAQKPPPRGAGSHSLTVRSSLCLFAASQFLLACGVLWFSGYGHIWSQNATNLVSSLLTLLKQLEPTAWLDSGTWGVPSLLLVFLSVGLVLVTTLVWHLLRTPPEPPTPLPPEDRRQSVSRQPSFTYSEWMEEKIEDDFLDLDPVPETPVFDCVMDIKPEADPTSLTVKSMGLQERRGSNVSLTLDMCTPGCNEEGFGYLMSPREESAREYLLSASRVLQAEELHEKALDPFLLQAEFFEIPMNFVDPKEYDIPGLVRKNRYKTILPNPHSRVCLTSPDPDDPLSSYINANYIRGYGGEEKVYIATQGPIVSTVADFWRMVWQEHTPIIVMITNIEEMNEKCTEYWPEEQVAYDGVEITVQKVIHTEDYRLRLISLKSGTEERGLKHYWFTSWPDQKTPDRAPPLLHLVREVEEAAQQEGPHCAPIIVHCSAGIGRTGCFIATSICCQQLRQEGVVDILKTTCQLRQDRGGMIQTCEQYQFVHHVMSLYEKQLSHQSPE
#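 Assay system: isolated STEP enzyme. Buffer or medium: pH 6.0 Bis-Tris with DTT and Tween 20. Also added: fluorogenic phosphatase substrate OMFP at 25 µM final. Dosing: 20 µM, 1% DMSO. Timing: 20 min reaction, room temperature, in the dark. Measured by: fluorescence intensity, excitation 480 nm, emission 540 nm. Evaluation: normalized % inhibition.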
# E coli Lon inh: inhibitors of E. coli Lon protease, primary screen, biochemical, fluorescence polarization. P0A9M0. purified E. coli Lon protease. inhibition, % at 7.94 µM. 360,000 tested, 0.42% active; in the data active means inhibition above about 13%, passing the limit was not always enough;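 further: 0% = enzyme with probe and DMSO and 100% = no enzyme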
# DNMT1 block: human DNMT1 methyltransferase inhibitors, primary screen, biochemical, molecular beacon, fluorescence, HinP1I cleavage, uHTS; inhibition (reported as % activation of signal), % at 10 µM; 360,000 tested, 0.83% active; AID 588458, 2011; in the data active means inhibition above about 50%
# NRP1-CendR mod: modulators of CendR peptide binding to NRP-1, primary screen, biochemical, fluorescence polarization, uHTS; Neuropilin-1 (Homo sapiens), O14786; FAM-RPARPAR peptide binding to NRP-1; inhibition, % at 25 µM; 360,000 tested, 0.85% active; AID 602438, 2012;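 active means inhibition or corrected inhibition above about 18%, plus a signal ratio from 0.5 to 1.5, limit read from the data, passing the limit was not always enough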; further: strong numbers were not always called active
# Tb MetRS inh: T. brucei MetRS inhibitors, primary screen, biochemical, luminescence; 360,000 tested, 0.4% active; methionyl-tRNA synthetase (Trypanosoma brucei brucei); purified T. brucei MetRS, ATP depletion, Kinase-Glo luminescence; inhibition, % at 11.9 µM; AID 624268, 2012;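 active means inhibition above a per-plate cutoff of the control wells' mean inhibition plus 3 SD, cut at about 5.5% in these data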;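 further: 0% = DMSO wells median and 100% = median of wells with control inhibitor compound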
#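 System: purified T. brucei MetRS enzyme / Detection: Kinase-Glo luciferase luminescence reporting remaining unconsumed ATP / Medium: HEPES buffer with MgCl2, KCl, DTT, spermine, BSA, pyrophosphatase / Replication: singlicate, one well per compound / Evaluation: percent inhibition relative to median high and low control wells / Schedule: 2 h aminoacylation at 25 °C after 15 min preincubation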
# MsrA inhibitor: bovine MsrA enzyme inhibitors, primary screen, biochemical, absorbance, HTS; Methionine sulfoxide reductase A (Bos taurus); purified bovine MsrA, absorbance read-out; inhibition, % at 15.5 µM; 360,000 tested, 0.75% active; AID 651718, 2012; in the data active means inhibition above about 4.5%;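 further: 0% = vehicle wells with enzyme and 100% = reference inhibitor wells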
# SUMO1 PPI mod: modulators of SUMO1 protein-protein interactions, primary screen, biochemical, uHTS. Small ubiquitin-related modifier 1 (Homo sapiens), P63165. SUMO1 binding to a labelled peptide, TR-FRET, 1 h. inhibition, % at 20 µM. 360,000 tested, 0.33% active. AID 602429, 2012; in the data active means inhibition above about 37%
# Target sequence (P63165 whole entry, looked up): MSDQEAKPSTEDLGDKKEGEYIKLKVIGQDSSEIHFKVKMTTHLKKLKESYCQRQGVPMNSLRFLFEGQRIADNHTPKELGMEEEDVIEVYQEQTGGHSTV
# bovine MsrA act: bovine MsrA enzyme activators, primary screen, biochemical, absorbance, HTS | purified bovine MsrA, absorbance read-out | AID 602163, 2012 | activation, % at 10.6 µM | 360,000 tested, 0.3% active | Methionine sulfoxide reductase A (Bos taurus); in the data active means activation above about 7.5%;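 further: 0% = vehicle and 100% = reference activator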
# LMPTP block: LMPTP phosphatase inhibitors, primary screen, biochemical, fluorescence intensity, uHTS | Low molecular weight phosphotyrosine protein phosphatase (Homo sapiens), P24666 | recombinant LMPTP-A, OMFP fluorogenic substrate | inhibition, % at 20 µM | 360,000 tested, 0.22% active | AID 651560, 2012;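 active means compounds that cut the enzyme signal by at least half of the control window in the single-dose screen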;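 further: plate controls were DMSO wells with enzyme plus substrate for no effect and substrate without enzyme for full effect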
# Target sequence (P24666 whole entry, looked up): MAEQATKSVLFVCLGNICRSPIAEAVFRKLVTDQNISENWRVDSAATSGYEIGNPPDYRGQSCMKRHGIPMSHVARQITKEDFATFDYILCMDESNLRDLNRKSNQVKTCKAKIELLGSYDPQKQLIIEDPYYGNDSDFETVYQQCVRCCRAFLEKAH
#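 Test system: LMPTP-A phosphatase enzyme; input: 0.625 nM LMPTP-A final; reagent: OMFP substrate, 400 µM final; compound dosing: 20 µM single dose, 3% DMSO; incubation: 50 min dark incubation at room temperature; measured by: endpoint fluorescence intensity from OMFP dephosphorylation; measure: % inhibition relative to no-enzyme and uninhibited control wells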
# Active calls of the source: *; . = not tested or not shown.
no.	structure	Scp-1 inhibitor	STEP inh	SUMO1 PPI mod	E coli Lon inh	Tb MetRS inh	bovine MsrA act	DNMT1 block	MsrA inhibitor	NRP1-CendR mod	LMPTP block
1	N#Cc1c(C(F)(F)F)cc(-c2cccs2)nc1SC(C(=O)O)c1ccccc1 (centres undefined)	-11	0	-3	-9	1.6	-1	-4	2.4	-1	-0.7
2	CCOC(=O)N(C)C[C@@H]1OCc2cn(nn2)CCCC(=O)N([C@@H](C)CO)C[C@H]1C	.	0	3	-3	-1.1	-3	-2	-0.8	1	-1.0
3	Cc1cccc(N(C)c2cc(C)nc3nc(C)nn23)c1	0	1	2	5	1.6	-6	1	0.7	-3	-0.8
4	O=C(C=Cc1ccccn1)c1ccccc1	-5	-2	2	-5	-0.2	-2	8	-0.1	4	-0.8
5	O=S(=O)(NC1CCCCC1Nc1ccccc1)c1ccccc1 (centres undefined)	6	2	-4	-6	-0.1	-2	4	0.1	7	-0.5
6	Cn1cccc1Cc1nnc(SCC(=O)N2CCCCCC2)n1-c1ccc(F)cc1	0	-1	2	-2	-1.1	0	-1	0.2	-8	1.6
7	Cc1cc(C)cc(NC(=O)CSc2nnc(CN3CCOCC3)n2C)c1	4	1	0	4	-1.3	-8	2	1.3	1	-0.8
8	Cc1ccccc1NC(=O)c1ccc(Cl)c(NC(=O)c2ccncc2)c1	-6	0	1	-13	-0.8	-4	-2	0.7	4	-0.8
9	CC[C@]12c3[nH]c4cc(-c5ccco5)ccc4c3CCN1C(=O)[C@@H](CC(=O)NCc1ccco1)C[C@@H]2C(=O)N1CCN(C(=O)c2ccco2)CC1	1	-3	-2	-6	-0.7	-2	-10	1.2	-17	2.6
10	O=C(NCCCN1CCOCC1)c1ccc2c(c1)N(Cc1c(F)cccc1Cl)C(=O)c1ccccc1S2	0	0	3	3	-0.3	0	-11	-0.3	10	0.6
11	O=C(CN1CCSC1=O)N1CCN(S(=O)(=O)c2ccc(F)cc2)CC1	-4	-1	1	-1	-0.7	-4	0	-0.5	5	0.0
12	CC(C)CN1CCN(Cc2cccc3nccnc23)CC1CCO (centres undefined)	5	1	-2	3	1.3	-4	2	0.6	-8	-0.3
13	CCCC(=O)C1=C(O)C(C(=O)OC)C(C)(C)CC1=Nc1cccc2ccccc12 (centres undefined)	-15	6	-3	6	0.6	2	-3	0.3	9	3.5
14	CCN(CC(=O)NC(C)C)C(=O)C(CCSC)NC(=O)c1cccc(C)c1 (centres undefined)	-7	0	-2	4	-1.0	0	-3	-0.9	5	0.4
15	CCc1ccc2[nH]c(=O)c(CN(CCN3CCOCC3)C(=O)Nc3ccccc3F)cc2c1	6	1	1	-4	-0.8	-1	1	0.2	-4	1.0
16	C[N+](C)(C)CC(O)CC(=O)O (centres undefined)	-9	-3	-2	4	-0.3	-3	-2	-0.3	-1	-1.1
17	CC(=O)Nc1sc2c(c1C#N)CC(C)(C)NC2(C)C	-4	1	1	-12	0.6	-1	6	0.3	8	-0.1
18	CCCCCCSc1ccc(-c2nc3ccc(C)cn3c2NCCCC)cc1OC	.	.	-3	4	-1.2	-10	.	-0.2	-25	5.6
19	COc1ccc2oc(C(=O)NCc3ccccc3CN3CCCC3)c(C)c2c1	8	1	-6	6	-0.4	-7	-8	-0.5	0	1.1
20	Cc1cccc(N2CCN(C(=O)Cc3ccc(Br)cc3)CC2)c1C	0	2	-3	8	-0.6	-1	-3	-1.0	-6	5.1

# Following part
no.	structure	Scp-1 inhibitor	STEP inh	SUMO1 PPI mod	E coli Lon inh	Tb MetRS inh	bovine MsrA act	DNMT1 block	MsrA inhibitor	NRP1-CendR mod	LMPTP block
21	O=S1(=O)c2ccc(Br)cc2N2CC[C@H](C2)N1Cc1ccc(Cl)cc1	-5	2	6	7	-0.2	2	6	-0.3	-11	0.5
22	CCCc1cc(=O)[nH]c(SCC(=O)N(CC(C)C)C2CCS(=O)(=O)C2)n1 (centres undefined)	-3	0	1	4	0.9	4	-1	-0.1	-5	-0.6
23	CCOC(=O)c1c(C)[nH]c(C)c1S(=O)(=O)NCCCc1ccco1	2	-2	7	-1	-0.1	-1	2	-0.6	8	1.0
24	CN(C)S(=O)(=O)c1cccc(NC(=O)/C=C/c2ccccc2[N+](=O)[O-])c1	-10	-2	-10	-6	-0.7	-4	-4	1.8	6	1.5
25	CCn1c(=O)c(-[n+]2ccccc2)c(O)c2ccccc21	6	0	0	-7	0.2	-4	0	1.9	-10	-0.4
26	CCC(=O)NC(Cc1ccccc1)c1ccc2c(c1)OCCCO2 (centres undefined)	-1	1	1	6	-0.1	-4	9	0.1	-8	-2.3
27	O=c1[nH]c2cc3c(cc2cc1CN(CCc1ccccc1)Cc1nnnn1CC1CCCO1)OCO3 (centres undefined)	2	0	1	2	0.1	-3	1	1.2	4	0.8
28	CC1(C)Cc2c(sc3ncn(N)c(=N)c23)CO1	3	34	-3	-6	-1.1	-4	-1	-0.1	-8	0.4
29	CCOC(=O)C1OC2(CCCC2)OC1C(=O)OCC (centres undefined)	-3	-4	2	-9	-0.3	1	-3	-0.2	-3	-1.4
30	Cc1ccc2cc(C(c3nnnn3CC3CCCO3)N3CCCC4(CCCCC4)C3)c(=O)[nH]c2c1 (centres undefined)	-4	-3	-7	-8	-0.5	-7	1	-0.4	-12	0.9
31	COc1ccc(OCc2cc(C(=O)NCC(C)(C)N3CCOCC3)no2)c(Cl)c1	-5	-1	2	-2	0.3	-3	-3	1.0	4	1.0
32	Cn1c(N)c(C(=O)CSc2nnc(C3CC3)n2-c2ccccc2)c(=O)[nH]c1=O	-7	-2	4	5	-0.1	0	-1	-1.1	-1	-0.4
33	CCOC(=O)c1sc(NC(=O)CSc2nc(C)cc(C(F)(F)F)n2)c(C#N)c1C	-4	12	2	0	-1.2	-2	-4	-0.4	-9	7.3
34	CCn1cc(C(=O)N2CC(C)CC(C)C2)c(=O)c2cc(S(=O)(=O)N(C)C)ccc21 (centres undefined)	-8	0	5	-5	1.8	-6	1	1.1	-18	-1.1
35	COP1(=O)C=C[C@H](N(Cc2ccccc2)S(=O)(=O)c2ccccc2[N+](=O)[O-])[C@@H](C)O1 (some centres undefined)	0	-1	-9	5	-0.4	-1	3	0.0	4	-1.4
36	CCOc1ccccc1NC(=O)c1cccc(NC(=O)C(C)C)c1	0	0	-3	-1	-0.9	-9	-1	0.8	-3	-0.6
37	Nc1cc(C(F)(F)F)ccc1NCCc1ccccn1	-7	-1	1	6	-0.7	-2	-3	-1.2	0	-1.4
38	COCCN(C(=O)c1ccccc1F)c1c(N)n(Cc2ccccc2)c(=O)[nH]c1=O	1	0	3	3	0.4	-2	-2	0.3	6	-0.4
39	Cc1nc(N)nc(N/N=C/c2ccccc2)n1	-7	-2	-4	-10	-0.8	-6	1	0.1	-1	0.5
40	Cc1cccc(-n2c(SCC(=O)N3CCCC3)nnc2-c2ccccn2)c1C	6	1	-2	15	0.0	-2	3	-0.1	-9	1.1

# Structures listed so far that have a COOH group (2):
no.	structure	Scp-1 inhibitor	STEP inh	SUMO1 PPI mod	E coli Lon inh	Tb MetRS inh	bovine MsrA act	DNMT1 block	MsrA inhibitor	NRP1-CendR mod	LMPTP block
1	N#Cc1c(C(F)(F)F)cc(-c2cccs2)nc1SC(C(=O)O)c1ccccc1 (centres undefined)	-11	0	-3	-9	1.6	-1	-4	2.4	-1	-0.7
16	C[N+](C)(C)CC(O)CC(=O)O (centres undefined)	-9	-3	-2	4	-0.3	-3	-2	-0.3	-1	-1.1

# Returning to the listing with the 2 entries that preceded the break.
no.	structure	Scp-1 inhibitor	STEP inh	SUMO1 PPI mod	E coli Lon inh	Tb MetRS inh	bovine MsrA act	DNMT1 block	MsrA inhibitor	NRP1-CendR mod	LMPTP block
39	Cc1nc(N)nc(N/N=C/c2ccccc2)n1	-7	-2	-4	-10	-0.8	-6	1	0.1	-1	0.5
40	Cc1cccc(-n2c(SCC(=O)N3CCCC3)nnc2-c2ccccn2)c1C	6	1	-2	15	0.0	-2	3	-0.1	-9	1.1
41	CCCCC(=O)OCC(=O)C1(O)Cc2c(O)c3c(c(O)c2C(OC2CC(NC(=O)C(F)(F)F)C(O)C(C)O2)C1)C(=O)c1c(OC)cccc1C3=O (centres undefined)	-19	-14	-26	141	-0.5	-3	-54	-0.2	145	4.6
42	COC(=O)c1ccc(Cn2c(CN3CCOCC3)nc3ccccc3c2=O)o1	0	-2	-1	0	0.2	0	-4	-0.7	-1	-1.5
43	COc1ccc(C(=O)NC(=S)N2CCCCC2c2cccnc2)cc1OC (centres undefined)	1	1	-2	-2	0.1	-6	2	-0.6	4	-1.5
44	CN(C(=O)COc1cccc(C#N)c1)C1CCS(=O)(=O)C1 (centres undefined)	10	-2	-3	8	-0.5	-6	0	0.3	-4	-0.2
45	CC(=O)Nc1ccc(S(=O)(=O)Nc2ccc3c(c2)CCC3)cc1	-10	-4	4	5	-0.8	-8	-1	-0.6	-2	-1.2
46	Cc1nccn1-c1c([N+](=O)[O-])c(=O)n(C)c2ccccc12	-7	0	-2	-5	-0.4	-5	2	0.3	5	0.1
47	COc1ccccc1-n1cc(-c2ccc([N+](=O)[O-])cc2)[nH]c1=S	14	1	-21	-10	1.1	-5	0	0.7	0	1.2
48	Nc1nc(-c2ccc3c(c2)CCO3)cs1	-9	-4	1	-1	0.4	-1	-1	-1.2	7	-0.9
49	O=C(/C=C/c1ccc([N+](=O)[O-])cc1)Nc1cccc(C(=O)Nc2ccccc2C(=O)O)c1	-8	0	12	-10	-1.4	-12	0	0.0	-62	0.7
50	CC(C)C[C@H]1CNC(=O)C(=O)N1CC1CCN(CCC(C)c2ccccc2)CC1 (some centres undefined)	.	-1	1	8	-0.8	4	0	-0.5	8	-1.0
51	CCCn1nc2cc(C(=O)NCc3ccc(C)cc3)ccc2c1OCC	-11	0	-8	0	0.2	-1	3	-0.1	8	-1.4
52	CCc1ccccc1NC(=O)CC1SCCNC1=O (centres undefined)	-5	1	-1	-4	0.1	-5	-4	-1.0	-6	-1.9
53	CCCOC(=O)c1ccc2c(c1)C(=O)N(c1ccccc1)C2=O	-5	-1	-20	1	0.0	-3	1	1.9	12	-0.2
